# FBPA coupling cs: counter-screen for Giardia aldolase inhibitors: coupling enzyme system; coupling enzyme system counterscreen, AmpLite Red fluorescence; activity change, negative = inhibition, % at 58.2 µM, hits read low; 290,000 compounds, 0.67% hits; AID 2472; in the data active means activity change below about -30%; further: on the % scale 0 is the no-effect control and ±100 the full control effect
#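 Compounds tested against the coupling enzymes alone at 57.5 uM final; readout was AmpLite Red fluorescence (525/598 nm) after 20 min at RT.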
# KCNH2 3.1 block: KCNH2 3.1 (human) potassium channel inhibition; AID 720553; U2OS KCNH2 3.1, thallium flux FluxOr; hits give low values; activity change, % (tested at about 1.8 µM); 340,000 compounds, 0.95% hits;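 active means maximum activity change below -70%; inconclusive means maximum activity change from -70% to -50%; inactive means maximum activity change above -50%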;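 further: thallium influx rate constant from kinetic fluorescence after stimulation buffer; on the % scale 0 is the no-effect control and ±100 the full control effect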
#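 Measured as rate of thallium-driven FluxOr signal in transduced U2OS cells carrying the 3.1 channel, read kinetically for 2 min upon stimulation; values are rate constants scaled to DMSO control wells.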
# Tb PFK inh: blocks T. brucei phosphofructokinase; T. brucei PFK, ADP-Glo luminescence; AID 485367; Potency, µM (top dose mostly 57.5 µM), for inactives: at the top dose activity, negative = inhibition, actives largely listed as inhibitors; 330,000 compounds, 0.17% hits; O15648;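 further: potency means the concentration at half of the fitted maximal effect; 0% = uninhibited 1x PFK enzyme wells and -100% = no-enzyme wells; nearly all actives have a fitted effect of over 60% in size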
# Target sequence (O15648 whole entry, looked up): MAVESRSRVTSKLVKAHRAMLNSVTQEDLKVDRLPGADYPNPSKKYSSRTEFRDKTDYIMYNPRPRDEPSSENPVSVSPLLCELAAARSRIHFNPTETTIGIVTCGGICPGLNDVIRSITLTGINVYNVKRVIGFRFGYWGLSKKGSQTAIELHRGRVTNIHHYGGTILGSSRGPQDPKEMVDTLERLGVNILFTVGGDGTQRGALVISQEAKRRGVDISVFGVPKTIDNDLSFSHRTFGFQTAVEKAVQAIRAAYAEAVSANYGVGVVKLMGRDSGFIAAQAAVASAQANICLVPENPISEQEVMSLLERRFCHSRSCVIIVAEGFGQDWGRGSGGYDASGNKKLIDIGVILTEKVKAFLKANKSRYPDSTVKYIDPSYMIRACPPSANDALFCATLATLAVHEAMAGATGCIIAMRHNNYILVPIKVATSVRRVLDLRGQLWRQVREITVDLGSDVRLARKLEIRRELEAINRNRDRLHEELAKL
#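 Luminescent ADP detection (ADP-Glo, two-step: ATP depletion then ADP-to-ATP conversion for luciferase) reported PFK activity after 45 min room-temperature reaction of 1.25 nM enzyme with 0.5 mM F6P and 0.1 mM ATP at pH 8.0.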
# NPC1 prom act: activates the NPC1 promoter. 320,000 compounds, 2.4% hits. Huh7 NPC1 promoter luciferase reporter, 24 h. Potency, µM (titrated, usually from 9.22 µM), without a hit: at the highest dose activation, most hits filed as activators. AID 485313;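 further: potency means the concentration at half of the fitted maximal effect; % of control where 0% means no effect; nearly all actives have a fitted effect of over 60% in size; reporter is driven by a mutant NPC1 promoter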
#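 Readout is luciferase luminescence, reflecting NPC1 promoter activation in stably transfected Huh7 cells after 24 h compound exposure at 37 °C in reduced-serum medium with 10% FBS.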
# ELG1 genotox: genotoxicity induction in ELG1-luciferase HEK293T cells. HEK293T ELG1-luciferase reporter, luminescence, 16 h. Potency, µM (top dose mostly 46 µM), for the others: top-dose activity change, positive = activation, actives largely listed as activators. 330,000 compounds, 1.3% hits; further: potency means the concentration at half of the fitted maximal effect; % of control where 0% means no effect; nearly all actives have a fitted effect of over 60% in size
#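 Reporter readout depends on ELG1 protein level, which increases with genetic stress. After 16 hr compound exposure at 37 °C, luciferase activity was quantified using ONE-Glo.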
# VP16 counter: Gal4-VP16 reporter inhibition counter-screen; AID 2546; Potency, µM (titrated, usually from 53.6 µM), for inactives: top-dose activity, negative = inhibition, actives largely listed as inhibitors; 310,000 compounds, 3.5% hits; Drosophila S2 Gal4-VP16 UAS-luciferase, luminescence, 20 h;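 further: Gal4-VP16 expression switched on by copper sulfate through the metallothionein promoter; potency means the concentration at half of the fitted maximal effect; on the % scale 0 is the no-effect control and ±100 the full control effect; nearly all actives have a fitted effect of over 50% in size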
# FLuc modulator: counter-screen for miR-21 project: firefly luciferase inhibitors or activators. purified FLuc, Km substrates, luminescence inhibition. Potency, µM (doses to about 57.5 µM), inactives show at the top dose activity change, negative = inhibition, usual class: inhibitors. 360,000 compounds, 6.9% hits. AID 588342;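 further: potency means the concentration at half of the fitted maximal effect; plate controls were vehicle for no effect and reference inhibitor for full effect; nearly all actives have a fitted effect of over 55% in size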
#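 Purified P. pyralis luciferase (10nM final) with 10uM D-luciferin and 10uM ATP (Km levels) in 50mM Tris acetate pH 7.5, 10mM Mg acetate, 0.01% Tween-20, 0.05% BSA; qHTS 6-point titration, ~60 µM downward; luminescence read.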
# uPA generation: cell surface uPA generation inhibition | cell surface uPA generation assay, qHTS | Potency, µM (titrated, usually from 38.3 µM), for the others: at the top dose activity change, negative = inhibition, most hits filed as inhibitors | 330,000 compounds, 0.31% hits; active means well fitted inhibition curve with a large enough effect; inconclusive means small, poorly fitted or top-dose-only effect; inactive means no such curve, though single readings can be large or run the other way; tested in mouse RAW 264.7 cells; further: potency means the concentration at half of the fitted maximal effect; on the % scale 0 is the no-effect control and ±100 the full control effect; nearly all actives have a fitted effect of over 55% in size
# Rab9 promoter act: activators of Rab9 promoter | Potency, µM (titrated, usually from 9.22 µM), inactives show at the highest dose activation, negative = inhibition, hits mostly activators | 320,000 compounds, 2.8% hits | Huh7 Rab9 promoter-luciferase reporter, luminescence, 24 h; further: potency means the concentration at half of the fitted maximal effect; % of control where 0% means no effect; nearly all actives have a fitted effect of over 60% in size
#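 Using Huh7 cells stably transfected with Rab9 promoter–luciferase, compounds were incubated 24 h at 37 °C, 5% CO2; luciferase luminescence was read 10 min after reagent addition.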
# RORgamma inh: inhibitors of mouse ROR gamma transcriptional activity; P51450; 310,000 compounds, 5.4% hits; Potency, µM (series often up to 53.6 µM), inactives show at the highest dose activity change, negative = inhibition, actives largely listed as inhibitors; Drosophila S2 Gal4-RORgamma UAS-luciferase reporter, 20 h; AID 2551; further: potency means the concentration at half of the fitted maximal effect; on the % scale 0 is the no-effect control and ±100 the full control effect; nearly all actives have a fitted effect of over 60% in size
#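 Stable Schneider cell line, Gal4 DNA-binding domain fused to ROR gamma, UAS-luciferase. Cmpd 1 hr RT → CuSO4 700 uM final → 20 hr RT → luciferase reagent 10 min → luminescence.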
# Giardia kill: Giardia lamblia killing | Giardia lamblia trophozoite viability | activity change, % at 7.66 µM, hits read low | 340,000 compounds, 0.15% hits | AID 540267; in the data active means activity change below about -80%; inconclusive means between about -30% and that limit;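 further: parasites exposed to compound for two days anaerobically before the ATP read; on the % scale 0 is the no-effect control and ±100 the full control effect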
#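 Giardia trophozoites, 100 cells per well, were exposed to compounds for 48 hrs at 37 deg C under anaerobic conditions; viability was then read as ATP content by bioluminescence after 15-30 min at room temperature.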
# * = called active by the depositor; u = inconclusive; x = not tested or not shown; [ ] = another dose, or the depositor's remark. Unless noted, the call rests on the fitted dose curve; in most records, active means well fitted curve in the direction sought with a large enough effect; inconclusive means small, poorly fitted or top-dose-only effect, or another doubt; inactive means no such curve, though single readings can be large; an effect the other way counts as inactive or inconclusive.
# A first look (five entries):
Compound,FBPA coupling cs,KCNH2 3.1 block,Tb PFK inh,NPC1 prom act,ELG1 genotox,VP16 counter,FLuc modulator,uPA generation,Rab9 promoter act,RORgamma inh,Giardia kill
Cc1ccc(C)c(C2C(C#N)=C(N)Oc3cc(C)oc(=O)c32)c1 (stereo not given),-1,1,0%,2%,-1%,0%,1%,0%,1%,15%,-18
O=C1CC(C(=O)Nc2cccc(Cl)c2)n2ncnc2N1 (stereo not given),0,5,14%,0%,0%,-11%,-1%,2%,-3%,-15%,0
O=S(=O)(c1ccc(Cl)s1)N1CCC(Cc2ccccc2)CC1,9,13,1%,3%,-9%,-7%,4%,x,3%,23%,-10
Nc1nccnc1C(=O)OCc1nc2sc3c(c2c(=O)[nH]1)CCCC3,x,-9,-8%,0%,2%,x,-2%,-3%,-6%,x,-9
Cc1cccc2sc(NC(=O)CSc3nnnn3C)nc12,0,-12,-1%,-2%,6%,-3%,-16%,0%,9%,-1%,1

# The list itself, repeating the preview:
Compound,FBPA coupling cs,KCNH2 3.1 block,Tb PFK inh,NPC1 prom act,ELG1 genotox,VP16 counter,FLuc modulator,uPA generation,Rab9 promoter act,RORgamma inh,Giardia kill
Cc1ccc(C)c(C2C(C#N)=C(N)Oc3cc(C)oc(=O)c32)c1 (stereo not given),-1,1,0%,2%,-1%,0%,1%,0%,1%,15%,-18
O=C1CC(C(=O)Nc2cccc(Cl)c2)n2ncnc2N1 (stereo not given),0,5,14%,0%,0%,-11%,-1%,2%,-3%,-15%,0
O=S(=O)(c1ccc(Cl)s1)N1CCC(Cc2ccccc2)CC1,9,13,1%,3%,-9%,-7%,4%,x,3%,23%,-10
Nc1nccnc1C(=O)OCc1nc2sc3c(c2c(=O)[nH]1)CCCC3,x,-9,-8%,0%,2%,x,-2%,-3%,-6%,x,-9
Cc1cccc2sc(NC(=O)CSc3nnnn3C)nc12,0,-12,-1%,-2%,6%,-3%,-16%,0%,9%,-1%,1
COc1ccc(/C=C2\CCCC3C2=NN(C(=O)COC(=O)CNC(=O)c2ccccc2)C3c2ccc(OC)cc2)cc1 (stereo not given),-5,-34,0%,-2%,-4%,-5%,-2%,-4%,0%,1%,-4
CC1CCCN(S(=O)(=O)c2ccc(C(=O)Nc3nnc(-c4ccco4)o3)cc2)C1 (stereo not given),-4,-3,-20%,-12%,-24%,0.5µM*,1%,-8%,-7%,1.1µM*,2
CCC(=O)C1CCCN(C(=O)CCc2nnc(-c3ccc4c(c3)OCO4)o2)C1 (stereo not given),-5,7,1%,14%,u,-21%,u,0%,u,16%,-4
CCOC(=O)Cc1cnc(NC(=O)CSc2nc3ncnc(N)c3[nH]2)s1,0,-21,-1%,-32%[inhibitor],-2%,-2%,-10%,4%,14%,27%,8
COc1ccccc1/C=c1\sc2nc(-c3ccco3)nn2c1=O,4,-23,u,-3%,0%,-2%,-12%,3%,-8%,29%,-10

# An excerpt of these results, with each value named:
canonical_smiles: CCC(=O)C1CCCN(C(=O)CCc2nnc(-c3ccc4c(c3)OCO4)o2)C1 (stereo not given)
  FBPA coupling cs: -5
  KCNH2 3.1 block: 7
  Tb PFK inh: 1%
  NPC1 prom act: 14%
  ELG1 genotox: u
  VP16 counter: -21%
  FLuc modulator: u
  uPA generation: 0%
  Rab9 promoter act: u
  RORgamma inh: 16%
  Giardia kill: -4

canonical_smiles: CCOC(=O)Cc1cnc(NC(=O)CSc2nc3ncnc(N)c3[nH]2)s1
  FBPA coupling cs: 0
  KCNH2 3.1 block: -21
  Tb PFK inh: -1%
  NPC1 prom act: -32%[inhibitor]
  ELG1 genotox: -2%
  VP16 counter: -2%
  FLuc modulator: -10%
  uPA generation: 4%
  Rab9 promoter act: 14%
  RORgamma inh: 27%
  Giardia kill: 8

# Screening results from PubChem.
